# Compound activity from PubChem.
# DENV2 CPE rescue – inhibitors of DENV2 cytopathic effect, primary screen, cell-based, plate reader, single concentration; 350,000 compounds, 1.7% hits; DENV2-infected cells, cytopathic effect rescue; CPE inhibition, % at 9.99 µM; in the data active = CPE inhibition above about 20%, passing the limit was not always enough; inconclusive = no clear call, values can overlap the other calls; tested in BHK-21 cells;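 also: 0% = median of neutral control wells and 100% = median of positive control wells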
# EWS-Fli block – EWS/Fli-driven NR0B1 reporter inhibitors, primary screen, A673 cells, NR0B1 luciferase, luminescence, MLPCN library; inhibition, % at 12.6 µM; 350,000 compounds, 0.67% hits; viability-normalised;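 active = mean inhibition of at least 50% after viability correction, with every replicate also passing that limit; inconclusive = mean reaches 50% but only one of two replicates passes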;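 also: firefly luciferase signal divided by Alamar Blue viability fluorescence both relative to DMSO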
# miR122 inh – miR-122 Renilla sensor signal increase in Huh7, primary screen, miR-122 inhibitor project, cell-based, single point, plate reader; Huh7 miR-122 Renilla luciferase sensor, 48 h; neutral wells = 0, positive control = 100; activation (reporter increase), % at 12.5 µM; 340,000 compounds, 0.3% hits;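 active = mean replicate activation score at least 90 and every replicate individually at or above 90; inconclusive = only one of the two criteria met; inactive = neither criterion met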;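 also: higher luciferase means less miR-122 activity so hits act as miR-122 inhibitors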
# INS-1E GSIS act – GLuc luminescence reporter in INS-1E cells, primary screen for activators of glucose-dependent secretion of insulin; INS-1E GLuc reporter insulin secretion, 2-3 h; activation, % at 16.6 µM; 370,000 compounds, 0.61% hits;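 active = lowest replicate activation of at least 40%, so every replicate reaches that level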;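 also: 0% = median of neutral control wells and 100% = median of IBMX positive control wells; some compounds called inactive have numbers as strong as hits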
# F508del corr – F508del CFTR correction, initial screen, CFBE line, single point. CFBE cells, YFP halide quenching; stimulated with forskolin plus potentiator P3; % fluorescence drop versus neutral controls. activity (quench increase), % at 7.58 µM. 350,000 compounds, 0.36% hits. AID 720511, 2013;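 active = mean added fluorescence quench of at least 8% versus neutral control, with both replicates also reaching 8%; inconclusive = only one of the mean or replicate conditions met; inactive = mean below 8% and not both replicates reaching 8%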;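 also: cells transiently co-express mutant CFTR-F508del with the halide-sensitive YFP; corrector assay measuring rescue of mutant channel to the surface after 24 h compound exposure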
# FN deposition inh – inhibitors of fibronectin matrix deposition, primary screen, AH1F cells, Alexa488-fibronectin fluorescence, plate reader; AH1F fibroblasts, overnight; inhibition, % at 12.6 µM; 350,000 compounds, 0.086% hits; AID 743247, 2014;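 active = mean inhibition across replicates of 30% or more, regardless of how many single replicates reach that level; inconclusive = mean under 30% yet at least half of replicates reach 30%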;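 also: positive control wells lacked labelled fibronectin entirely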
#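 Assay system: AH1F fibroblast monolayer, labelled fibronectin deposition. Amount: 10000 cells per well. Also added: labelled fibronectin 24 nM. Compound: single-point pinned compound. Incubation: cell attachment 1 h, compound and FN exposure overnight. Detection: fluorescence after three HBSS washes, excitation 485 nm, emission 525 nm. Read-out: inhibition of fibronectin deposition signal.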
# PAX8 reporter – inhibitors of PAX8-driven TPO luciferase reporter, primary screen, RMG-I cells, single concentration | SteadyGlo, 24 h | inhibition, % at 12.6 µM | 360,000 compounds, 1.2% hits;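 active = mean replicate inhibition at least 60% with every replicate also reaching 60%; inconclusive = only one of the two criteria is met; inactive = mean below 60% and not all replicates reaching 60%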;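 also: luciferase light reporting Pax8 driven TPO promoter activity; plate controls were median of neutral control wells for no effect and mitoxantrone controls for full effect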
# Starred values were filed as active, the others as inactive; ? = inconclusive; . = no result given; & = joins results of further samples; [ ] = remark or other dose. No enrichment for hits; overall some 3.9% were active at least once.
canonical_smiles	DENV2 CPE rescue	EWS-Fli block	miR122 inh	INS-1E GSIS act	F508del corr	FN deposition inh	PAX8 reporter
COc1ccc(-c2cc(C(F)(F)F)nc(S(=O)(=O)CCCC(=O)Nc3cccnc3Cl)n2)cc1OC	11	20	.	-7	1.8	10	72*
Cc1ccc(S(=O)(=O)N[C@@H]2CC[C@@H](CCNC(=O)C3CC3)O[C@H]2CO)cc1	-4	-6	.	0	0.5	-1	.
CNC[C@H]1OCc2cnnn2CCCC(=O)N([C@@H](C)CO)C[C@H]1C	.	-75	1[16.7 µM]	16	2.4	0	-7
C[C@@H]1CN([C@@H](C)CO)S(=O)(=O)c2ccc(C#CC3CCCC3)cc2O[C@H]1CN(C)Cc1cncnc1	-5	13	10[16.7 µM]	-38	3.9	10	42
CCc1ccccc1NC1=NCC(=O)N1Cc1ccc2c(c1)OCO2	.	.	5	.	.	2	-5
COc1ccc(-c2ccc([C@H]3[C@H](CO)N4C(=O)CN(C(=O)C5CCCC5)C[C@@H]34)cc2)cc1	16	-2	.	-7	-0.3	3	-17
O=C(c1cc(=O)c2cc(Cl)ccc2o1)N1CCN(Cc2ccccc2)CC1	1	8	.	14	-0.5	-4	54
O=C(Nc1ccc(-c2n[nH]c(=S)o2)cc1)c1ccccc1Cl	6	-22	18	.	0.9	5	-22
C[C@H]1CN([C@@H](C)CO)C(=O)CCCn2cc(nn2)CO[C@H]1CN(C)Cc1ccc2c(c1)OCCO2	2	-3	8[16.7 µM]	15	-2.1	2	.
C/C=C/c1ccc2c(c1)[C@@H]1[C@@H](CCN1C(=O)c1cnccn1)[C@H](CO)N2	-4	-5	1[16.7 µM]	11	-0.1	7	16
Cc1cc(C(=O)CSc2nnc(-c3ccco3)o2)c(C)n1C	12	-59	-6	3	-2.8	-10	-24
CC(=O)Nc1ccccc1NC(=O)c1ccccc1-c1ccccc1	11	-1	.	8	-0.7	10	15
Cc1c(NC(=O)C(C)OC(=O)c2ccc(Br)o2)c(=O)n(-c2ccccc2)n1C (centres undefined)	0	6	.	6	-1.4	.	-1
COc1ccccc1NC(=O)CSc1nncs1	?	6	-2	-11	4.7	.	-2
CNC(=O)c1sccc1-n1cccc1	.	.	-6	.	.	1	16
C=CCC1C=CCC(CC=C)N1C(=O)c1ccccc1[N+](=O)[O-] (centres undefined)	.	.	-2	11	.	-1	2
COc1ccccc1-n1ccnc1SCC(=O)NCc1ccco1	0	5	.	10	-0.4	.	2
COc1ccccc1C(=O)Nc1ccc2c(c1)nc(CCNC(=O)c1ccco1)n2C	-7	4	13	0	10*	7	-24
CC(C)n1c(N)c(C#N)c2ccc([N+](=O)[O-])cc2c1=O	-5	8	-4	103*	2.8	5	-17
CCCCn1nnnc1C(c1cc2ccccc2o1)N1CCN(CCN(C)C)CC1 (centres undefined)	6	6	.	22	1.4	10	5
C[C@H](NC(=O)N(C)C[C@@H]1OCc2ccccc2-c2c(n(C)c3ccccc23)C(=O)N([C@H](C)CO)C[C@H]1C)c1ccccc1	.	8	.	-27	0.1	0	-9
O=C(NCC(=O)N(CC1CCCO1)C(C(=O)NC1CCCCC1)c1ccccc1)c1ccco1 (centres undefined)	-3	-1	0	4	1.3	-5	11
Cc1cc(Nc2ccc3c(c2)OCCO3)c2cc(Cl)ccc2n1	.	.	.	21	.	7	-12
C/C=C/c1ccc(C2[C@H]3CNC[C@@H]2N3Cc2ccccc2OC)cc1 (some centres undefined)	-1&-3	-8&0	.	7&19	1.9&-2.6	-10&-4	1&-9
COCC(=O)N1C[C@@H](C)[C@H](OC)CN(C)C(=O)c2ccc(NC(=O)c3ccc(F)cc3)cc2OC[C@H]1C	-6	5	15[16.7 µM]	-1	0.6	8	-4

# Reprinted from the entries so far, 10 compounds:
canonical_smiles	DENV2 CPE rescue	EWS-Fli block	miR122 inh	INS-1E GSIS act	F508del corr	FN deposition inh	PAX8 reporter
COc1ccccc1NC(=O)CSc1nncs1	?	6	-2	-11	4.7	.	-2
CNC(=O)c1sccc1-n1cccc1	.	.	-6	.	.	1	16
C=CCC1C=CCC(CC=C)N1C(=O)c1ccccc1[N+](=O)[O-] (centres undefined)	.	.	-2	11	.	-1	2
COc1ccccc1-n1ccnc1SCC(=O)NCc1ccco1	0	5	.	10	-0.4	.	2
COc1ccccc1C(=O)Nc1ccc2c(c1)nc(CCNC(=O)c1ccco1)n2C	-7	4	13	0	10*	7	-24
CC(C)n1c(N)c(C#N)c2ccc([N+](=O)[O-])cc2c1=O	-5	8	-4	103*	2.8	5	-17
CCCCn1nnnc1C(c1cc2ccccc2o1)N1CCN(CCN(C)C)CC1 (centres undefined)	6	6	.	22	1.4	10	5
C[C@H](NC(=O)N(C)C[C@@H]1OCc2ccccc2-c2c(n(C)c3ccccc23)C(=O)N([C@H](C)CO)C[C@H]1C)c1ccccc1	.	8	.	-27	0.1	0	-9
O=C(NCC(=O)N(CC1CCCO1)C(C(=O)NC1CCCCC1)c1ccccc1)c1ccco1 (centres undefined)	-3	-1	0	4	1.3	-5	11
Cc1cc(Nc2ccc3c(c2)OCCO3)c2cc(Cl)ccc2n1	.	.	.	21	.	7	-12

# Further compounds follow.
canonical_smiles	DENV2 CPE rescue	EWS-Fli block	miR122 inh	INS-1E GSIS act	F508del corr	FN deposition inh	PAX8 reporter
NS(=O)(=O)c1ccc(CNC(=O)/C=C/c2ccco2)cc1	-2	-12	-3	18	4.8	-2	0
CCCN(CCC)Cc1c(C(=O)N/N=C/c2c[nH]c3ccccc23)nnn1-c1nonc1N	6	9	11	-16	-1.2	6	10
C[C@H](CO)N1C[C@H](C)[C@@H](CN(C)C(=O)Nc2cccc3ccccc23)Oc2ccc(NC(=O)C3CCCCC3)cc2C1=O	.	2	-1[16.7 µM]	-3	-3.0	.	18
O=C(c1ccco1)C(O)c1ccco1 (centres undefined)	-3	17	.	4	3.1	0	16
CC1CC(C)CN(C(=O)c2cc3ccccc3o2)C1 (centres undefined)	-2	-41	.	9	0.3	0	-84
O=C(CNC(=O)C1CCCCC1)Nc1ccccc1	.	.	.	15	.	-4	7
Cc1ccc(CONC(=O)c2ccc(OC(F)F)cc2)cc1	2	-1	-5	7	-1.8	3	-42
COc1ccc2c(c1)C(=O)CC(c1ccccc1)O2 (centres undefined)	0	-56	-3	0	-3.0	-4	-59
COc1ccc(NC(=O)C(=O)c2cn(CC(=O)N3CCCC3)c3ccccc23)cc1	4	42	67	0	6.1	-3	51
COc1ccc(C(=O)Nc2ccc(NC(C)=O)cc2)cc1S(=O)(=O)N(C)Cc1ccccc1	-6	-3	.	-7	-0.2	1	2
CCOc1ccccc1NC(=O)C(NC(=O)C1CCC(C)CC1)C(C)C (centres undefined)	1	1	.	11	1.2	-7	-7
CCC(=O)Nc1ccc2c(c1)C(=O)N(C)C[C@H](OC)[C@@H](C)CN(C(=O)CC1CC1)[C@H](C)CO2	-2	-8	2[16.7 µM]	0	1.8	-4	.
COc1cccc(NC(=O)N2CC3(C2)[C@H](c2ccccc2)[C@@H](CO)N3C(=O)C2CC2)c1	0	0	.	-6	-2.9	-1	-33
Cc1ccc(NC(=O)NC(=O)N(C(C)C)S(=O)(=O)c2ccc(C)cc2)cc1	?	-11	-2	0	-6.8	0	14
Cc1cc2c(cc(C(=O)N3CCC(C(=O)N4CCCC4)CC3)n2Cc2c(F)cccc2Cl)o1	?	3	7	.	0.9	-14	14
COc1ccc(CN(CC(O)COCc2ccccc2)S(=O)(=O)c2ccccc2Br)cc1OC (centres undefined)	3	-1	.	-21	2.7	-14	20
COc1ccc2c3c(n(C)c2c1)[C@@H](CO)N(C(=O)Cc1ccccc1)CC31CN(C(C)=O)C1	8	-8	.	-14	-2.7	.	.
CCOc1ncccc1C(=O)Nc1cc(S(=O)(=O)N2CCCCC2)ccc1C	-2	8	4	5	2.1	-9	14
NC(N)=N/N=C/c1ccc(Cl)cc1Cl	2	5	.	37	1.6	-12	-7
CCc1ccc(N2CC(C(=O)Nc3ccc(S(=O)(=O)Nc4nccs4)cc3)CC2=O)cc1 (centres undefined)	0	3	4	-8	-1.7	-2	-2
COc1cccc(CNC(=S)NC2CC2)c1	-3	-3	.	22	-4.1	-2	-4
CC(=O)NC(CCS(C)(=O)=O)C(=O)Nc1ccccc1 (centres undefined)	2	3	2	.	-0.6	-8	-30
COc1ccccc1-n1c(N)c(C(N)=O)sc1=S	.	.	7	5	.	-2	1
COCC#Cc1ccc2c(c1)O[C@H](CN(C)C(=O)C1CCOCC1)[C@@H](C)CN([C@H](C)CO)S2(=O)=O	6	-9	1[16.7 µM]	3	-0.7	.	.
CC(=O)OC1C(N2CCCCC2)c2c(ccc(/C=C/C(=O)N3CCCCC3)c2O)OC1(C)C (centres undefined)	-5	2	22	9	0.6	9	-16
Cc1ccc(S(=O)(=O)NCc2ccccc2)cc1C(=O)NCC(=O)Nc1c(C)cccc1C	5	0	.	-9	-2.8	4	-11
Cc1c(C)c2ccc(OC(C)C(=O)N3C[C@H]4C[C@@H](C3)c3cccc(=O)n3C4)c(C)c2oc1=O (some centres undefined)	-6	-1	-3	.	1.5	.	.
O=C(CSc1nc2ccccc2o1)Nc1ccc(N2CCOCC2)cc1	.	.	5	-16	.	-4	.
COc1ccc(C)c2sc(=NC(=O)c3cccc(N4C(=O)CCC4=O)c3)n(C)c12	1	-63	-7	3	-1.5	-2	-145
CC(=O)Oc1ccc2c(=O)c(-c3ccccc3)c(C)oc2c1	12	-19	-1	9	-1.7	.	.
Cc1nn(-c2ccccc2)nc1CNC(=O)C1CC1	7	-3	.	10	2.3	7	-2
Cc1ccsc1C(=O)C1CCCN(Cc2cc(F)ccc2-n2cccn2)C1 (centres undefined)	-4	23	.	-12	4.0	-15	10
COc1ccc(CN(C)C(C)C(=O)Nc2ccc(S(=O)(=O)N3CCCCC3)cc2)cc1F (centres undefined)	?	10	.	-11	-0.5	7	26
O=C(/C=C/Nc1ccc(Oc2ccccc2Cl)cc1)c1ccco1	-2	-72	4	-11	1.4	-2	8
CN(C(=O)c1cccc(NC(=O)Cc2ccc(NC(=O)C3CCCN(C(=O)CCc4ccccc4)C3)cc2)c1)C1CCCCC1 (centres undefined)	13	23	-3	-8	-0.5	.	23
COc1cc(/C=N/N2C(C)CCCC2C)cc(OC)c1O (centres undefined)	0	7	-11	2	0.0	10	9
O=C(Nc1ccccc1N1CCCC1)c1ccc2ccccc2c1	-3	.	.	17	-2.0	-2	20
CN(Cc1ccc2c(c1)CCCN2C)C(=O)[C@@H](Cc1ccccc1)NC(=O)[C@H]1O[C@@H](n2ccc(=O)[nH]c2=O)[C@H](O)[C@@H]1O	?	4	.	-21	-4.2	0	3
COc1ccccc1S(=O)(=O)NCc1ccc(C(=O)NC(C)c2ccccn2)cc1 (centres undefined)	18	-9	1	17	-0.6	-5	-5
